Assay outcomes as filed in PubChem BioAssay.
GLP1R ag = activates the human GLP-1 receptor. P43220. HEK293 GLP-1R CRE-luciferase, luminescence, 4-6 h; cells express a hypersensitive GLP-1R form. Potency, µM (series often up to 45.6 µM), without a hit: at the top dose activation, hits mostly activators. 380,000 compounds, 0.007% hits. AID 624172; also: % of control where 0% means no effect
Target sequence (P43220 whole entry, looked up): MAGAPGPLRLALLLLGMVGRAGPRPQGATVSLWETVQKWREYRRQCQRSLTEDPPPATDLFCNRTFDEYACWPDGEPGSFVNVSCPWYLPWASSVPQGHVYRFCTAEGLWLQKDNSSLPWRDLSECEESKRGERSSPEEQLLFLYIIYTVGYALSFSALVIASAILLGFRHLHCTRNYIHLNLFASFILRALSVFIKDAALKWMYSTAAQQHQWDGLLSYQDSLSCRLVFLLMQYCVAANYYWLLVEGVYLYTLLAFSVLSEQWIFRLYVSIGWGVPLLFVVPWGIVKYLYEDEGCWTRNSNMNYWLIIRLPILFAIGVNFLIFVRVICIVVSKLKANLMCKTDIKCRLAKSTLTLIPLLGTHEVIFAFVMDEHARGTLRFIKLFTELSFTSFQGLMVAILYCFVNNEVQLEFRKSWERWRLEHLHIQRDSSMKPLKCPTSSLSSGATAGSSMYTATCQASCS
HT1080NT lethal = kills 2HG-producing HT-1080-NT fibrosarcoma cells. Potency, µM (titrated, usually from 46.1 µM), without a hit: at the highest dose activity, negative = less viability, usual class: cytotoxic. 360,000 compounds, 1.6% hits. AID 686970. HT-1080-NT fibrosarcoma viability, CellTiter-Glo ATP luminescence, 48 h;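 also: NT is the 2HG producing partner of a matched IDH1 knockdown line; 0% = DMSO-treated cells and -100% = media-only wells without cells; nearly all actives have a fitted effect of over 55% in size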
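Viability of the 2HG-overproducing fibrosarcoma line after 48 hours of compound exposure at 37 degrees C was determined by luminescence with CellTiter-Glo, and concentration-effect curves were then fitted and categorized.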
TDP43 rescue = rescues yeast growth from TDP-43 toxicity. AID 652104. 410,000 compounds, 1.8% hits. TDP-43 expressing yeast growth rescue, BacTiter-Glo, 24 h. Potency, µM (highest dose often 46.1 µM), inactives show at the top dose growth rescue (activation), actives largely listed as activators; also: % of control where 0% means no effect; nearly all actives have a fitted effect of over 50% in size
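Luminescence from BacTiter-Glo reports growth of TDP-43-expressing yeast after 24 hr at 30 deg C with compound. Cells were raffinose-pregrown to mid-log, then seeded in galactose medium at OD600=0.02.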
SW480 rereplic = induces DNA re-replication in SW480 colon adenocarcinoma cells; AID 624297; SW480 DNA re-replication, Hoechst DNA content imaging, 48 h; 340,000 compounds, 1.8% hits; Potency, µM (highest dose often 46.1 µM), without a hit: at the top dose re-replication activation, usual class: activators; also: % of control where 0% means no effect; nearly all actives have a fitted effect of over 55% in size
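Compounds, transferred as 23 nL by pin tool, were incubated with cells for 48 hr; DNA content per nucleus was then quantified by Hoechst staining and fluorescence plate imaging.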
HT1080 IDH1KD tx = kills HT-1080 cells with IDH1 knockdown | 360,000 compounds, 2% hits | Potency, µM (titrated, usually from 46.1 µM), inactives show at the top dose activity, negative = toxicity, actives largely listed as cytotoxic | HT-1080 IDH1 knockdown viability, ATP luminescence, 48 h | AID 686971;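 also: 0% = DMSO wells and -100% = cell-free medium wells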
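Viability of IDH1-knockdown HT-1080 fibrosarcoma cells was assessed by CellTiter-Glo after 48 h at 37 °C with titrated compound; concentration-effect curves were classified by fit quality and response size.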
HEK293 tox = cytotoxic in the GLP-1 receptor inverse agonist counter-screen; HEK293 cAMP-luciferase reporter cells, luminescence, 24 h; AID 624418; 410,000 compounds, 0.13% hits; Potency, µM (series often up to 38.3 µM), for the others: top-dose activity change, negative = inhibition, most hits filed as inhibitors;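 also: loss of luciferase light is scored as toxicity; % is scaled to controls: 0 for no effect and ±100 for the full control effect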
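Step one: seed cells (200 cells/uL, DMEM with 10% Nu serum, 1% pen-strep). Step two: 12-hour incubation at 37 deg C. Step three: pin 23 nL compound, incubate 24 hr. Step four: add luciferase reagent, read luminescence 12 min later.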
GLP-1R inv ag = GLP-1 receptor (human) inverse agonism; P43220; HEK293 GLP-1R CRE-luciferase, luminescence, 24 h; GLP-1R form is constitutively active; Potency, µM (series often up to 38.3 µM), inactives show at the top dose activity change, negative = inhibition, most hits filed as inhibitors; 410,000 compounds, 1.6% hits; AID 624417; also: % is scaled to controls: 0 for no effect and ±100 for the full control effect; nearly all actives have a fitted effect of over 55% in size
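GLP-1R inverse agonism mode: basal reporter luminescence in engineered HEK293 cells measured after one day of compound exposure at 37 deg C, with a 12 min room-temperature detection step.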
KB-V1 cytotox = KB-V1 MDR subline cytotoxicity. AID 1347076. Potency, µM (highest dose often 46.1 µM), inactives show top-dose activity change, negative = cytotoxicity, hits mostly cytotoxic. KB-V1 MDR cells viability, CellTiter-Glo, 72 h. 400,000 compounds, 3.4% hits; also: % is scaled to controls: 0 for no effect and ±100 for the full control effect; nearly all actives have a fitted effect of over 60% in size
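qHTS viability screen in drug-selected KB-V1 MDR cells: 72 h compound treatment at 37 degrees C, ATP luminescence end point.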
KB-3-1 cytotox = KB-3-1 parental cell cytotoxicity. KB-3-1 viability, CellTiter-Glo ATP luminescence, 72 h. Potency, µM (highest dose often 46.1 µM), without a hit: at the top dose activity change, negative = cytotoxic, most hits filed as cytotoxic. 400,000 compounds, 1.4% hits. AID 1347075; also: % is scaled to controls: 0 for no effect and ±100 for the full control effect; nearly all actives have a fitted effect of over 60% in size
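Multi-concentration cytotoxicity screen in KB-3-1 cells grown in DMEM lacking phenol red with 10% FBS. After 72 h at 37 °C with compound, ATP-dependent luminescence was recorded.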
Starred values were filed as active, the others as inactive; ? = inconclusive; . = no result given; [ ] = dose if it differs, or a comment. Calls follow the shape of the dose curve; as a rule, active = well fitted curve in the direction sought with a large enough effect; inconclusive = small, poorly fitted or top-dose-only effect, or another doubt; inactive = no such curve, though single readings can be large; an effect the other way counts as inactive or inconclusive. Potency is read from the fitted curve at half-maximal effect.

SMILES	GLP1R ag	HT1080NT lethal	TDP43 rescue	SW480 rereplic	HT1080 IDH1KD tx	HEK293 tox	GLP-1R inv ag	KB-V1 cytotox	KB-3-1 cytotox
O=C(NCCCn1ccnc1)c1ccc(-c2cccc(Cl)c2Cl)o1	6%	0%	-25%	6%	-15%	11%	-26%	.	.
Cn1nnnc1SCC(=O)Nc1cc(C(=O)O)cc(C(=O)O)c1	-10%	2%	-20%	18%	2%	7%	1%	0%	-2%
N#CC(C(=O)Nc1ccccc1)=C1CCCCC1	-5%	2%	1%	3%	1%	3%	0%	8%	4%
COc1ccc(-c2noc(CN3CCN(c4ccccc4)CC3)n2)cc1	-2%	-16%	24%	0%	-11%	-11%	?	16%	-2%
O=C(CCC(=O)OCCCC(F)(F)C(F)(F)F)Nc1ccccc1	-14%	3%	-7%	-15%	2%	8%	0%	14%	9%
O=C(CCCc1ccccc1)Nc1ccccc1C(F)(F)F	4%	11%	1%	0%	2%	-2%	?	29%	14%
O=C1C(Cc2ccccc2)Nc2ncnc(N3CCCCC3)c2N1Cc1ccccc1 (stereo not given)	4%	-3%	19%	?	-9%	1%	-29%	12%	0%
C=C(Br)Cn1c(CC)nc2ccccc21	9%	2%	10%	1%	1%	22%	?	2%	-1%
O=C(NC1CC1)C1CCN(c2ncccn2)CC1	6%	-1%	-3%	-5%	10%	0%	10%	24%	19%
Cc1ccc(C2CC(c3cccs3)=NN2C(=O)CCl)cc1 (stereo not given)	0%	4.6µM*	13µM*	?	4.1µM*	-13%	?	?	?
O=C(O)c1ccccc1C(=O)NCCCn1ccnc1	-3%	9%	-9%	1%	28%	-2%	27%	6%	13%
Cc1ccc(S(=O)(=O)N2CCN(CC(=O)N/N=C\c3ccc(Cl)c([N+](=O)[O-])c3)CC2)cc1	-6%	2%	19%	.	-2%	-5%	-5%	7%	11%
CCN(CC)S(=O)(=O)c1cc(NC(=O)CO/N=C(\N)c2ccccc2Cl)ccc1C	10%	1%	21%	-18%	-2%	-4%	-29%	-5%	-2%
CCOC(=O)/C=C1\SCC(=O)N1CC(=O)Nc1cc(S(=O)(=O)N(C)C)ccc1C	9%	1%	-10%	-5%	2%	-1%	6%	12%	-1%
CCOc1ccc(C(=O)Nc2ccc(Cl)c(-c3nc4cc(C)cc(C)c4o3)c2)cc1	.	.	?	.	.	-4%	-23%	11%	-7%
C=CCn1c(N2CCCCCC2)nc2c1c(=O)n(C)c(=O)n2C	20%	-3%	7%	-9%	8%	-15%	47%[activator]	16µM*	-15%
CCOCCCn1c(=S)[nH]c2cc(C(=O)NCCCN(CC)CC)ccc2c1=O	2%	3%	.	1%	5%	14%	?	0%	7%
Nc1c(C(=O)Nc2ccc3c(c2)OCCO3)nnn1Cc1cccc(F)c1	14%	?	0%	-49%	?	10%	-2%	-59%	-40%
O=c1[nH]c(SCc2ccc([N+](=O)[O-])cc2)nc2[nH]ncc12	14%	?	-11%[0.397 µM]	0%	?	-18%	61%[activator]	3%	0%
CCOCCc1nnc(NC(=O)CCS(=O)(=O)c2ccccc2)s1	9%	-27%	-6%	?	?	-15%	16%	-7%	-8%

6 entries from above, with values under each structure.
The line under a structure holds: GLP1R ag | HT1080NT lethal | TDP43 rescue | SW480 rereplic | HT1080 IDH1KD tx | HEK293 tox | GLP-1R inv ag | KB-V1 cytotox | KB-3-1 cytotox
Cc1ccc(C2CC(c3cccs3)=NN2C(=O)CCl)cc1 (stereo not given)
  0% | 4.6µM* | 13µM* | ? | 4.1µM* | -13% | ? | ? | ?
O=c1[nH]c(SCc2ccc([N+](=O)[O-])cc2)nc2[nH]ncc12
  14% | ? | -11%[0.397 µM] | 0% | ? | -18% | 61%[activator] | 3% | 0%
C=C(Br)Cn1c(CC)nc2ccccc21
  9% | 2% | 10% | 1% | 1% | 22% | ? | 2% | -1%
Nc1c(C(=O)Nc2ccc3c(c2)OCCO3)nnn1Cc1cccc(F)c1
  14% | ? | 0% | -49% | ? | 10% | -2% | -59% | -40%
CCOC(=O)/C=C1\SCC(=O)N1CC(=O)Nc1cc(S(=O)(=O)N(C)C)ccc1C
  9% | 1% | -10% | -5% | 2% | -1% | 6% | 12% | -1%
O=C(CCCc1ccccc1)Nc1ccccc1C(F)(F)F
  4% | 11% | 1% | 0% | 2% | -2% | ? | 29% | 14%

Carrying on.
SMILES	GLP1R ag	HT1080NT lethal	TDP43 rescue	SW480 rereplic	HT1080 IDH1KD tx	HEK293 tox	GLP-1R inv ag	KB-V1 cytotox	KB-3-1 cytotox
Cc1noc(C)c1CSCC(=O)Nc1ccc(S(=O)(=O)C(F)F)cc1	6%	-1%	-5%	-81%[inhibitor]	6%	-2%	?	0%	9%
CC(C)(C)N(Cc1ccccc1)C(=O)COC(=O)c1ccc2ccccc2n1	0%	3%	10%	-6%	0%	-4%	-3%	12%	4%
CCOC(=O)c1cc(-c2csc(-c3ccc(C(F)(F)F)cc3)n2)on1	-6%	5%	19%	-11%	2%	-12%	10%	8%	-1%
Cc1ccc(C(=O)COC(=O)C2CC(=O)N(c3nc(-c4ccccc4)cs3)C2)cc1C (stereo not given)	-6%	4%	11%	-2%	2%	-5%	2%	13%	-14%
CCOC(=O)C1CCCN(C(=O)c2cn(CC)c(=O)c3cc(OC)c(OC)cc23)C1 (stereo not given)	6%	13%	3%	-17%	17%	-3%	32%	5%	1%
CCCc1cc(=O)[nH]c(SCc2nc(-c3ccccc3F)no2)n1	.	.	-17%	.	.	-2%	1%	-21%	-4%
O=C(CCNS(=O)(=O)c1ccccc1)N1CCN(c2ccccc2)CC1	1%	5%	21%	-3%	13%	7%	7%	?	-2%
COc1ccc(-c2cn3c(C)c(C(=O)Nc4cc(NC(C)=O)ccc4OC)sc3n2)cc1	-7%	?	-13%	-5%	?	-22%	0%	5%	-4%
COC(=O)[C@]12CCCCC=C1N(Cc1ccc3c(c1)OCO3)C(=O)[C@H](CC(=O)N1CCCC1)C2	.	-8%	17%	.	-11%	-2%	-16%	?	-4%
O=C(NCCCO)c1cc2c([nH]c3ccccc32)c(-c2ccc(F)cc2)n1	13%	?	-38%[inhibitor]	7%	?	-27%	?	?	-12%
COCCNC(=O)CSc1cc(=O)n(C)c2cc(Cl)ccc12	8%	10%	-13%	2%	9%	8%	12%	0%	6%
Cc1cc(C)c(S(=O)(=O)NCC2CCC(C(=O)NCCCN3CCC(C)CC3)CC2)c(C)c1 (stereo not given)	4%	?	16%	-3%	?	-30%	?	21%	-28%
Cc1cc(Nc2ccc(Cl)cc2)nc(N2CCOCC2)n1	18%	-14%	-6%	-110%[inhibitor]	-29%	-27%	?	-1%	-1%
Cc1ccc(-c2nc(N)sc2-c2ccccc2)cc1C	-1%	-2%	16µM*	-2%	-23%	-11%	?	?	-27%
CCOc1ccc(-n2c(=O)c3sccc3n(CC(=O)NCC3CCCO3)c2=O)cc1 (stereo not given)	8%	18%	-13%	-8%	12%	-4%	13%	?	12%
Cn1c(=O)c([N+](=O)[O-])c(NCc2ccccc2Cl)c2ccccc21	21%	-9%	-9%	-5%	-13%	?	-15%	-4%	-6%
S=C(NNC(=S)NC1CC2C=CC1C2)NC1CC2C=CC1C2 (stereo not given)	12%	0%	14%	?	-7%	1%	-24%	?	2%
O=C(CN1C(=O)COc2ccc(S(=O)(=O)N3CCCC3)cc21)NCc1ccccn1	4%	-3%	-17%	-6%	15%	16%	-9%	14%	-5%
COc1ccc2c(c1)c1c(c(=O)n(CCc3ccccc3)c(=O)n1Cc1ccc(Cl)cc1)n2C	-3%	.	26%	.	.	4%	9%	0%	-16%
COc1ccc(C)cc1NC(=O)c1cc2ccccc2o1	0%	-16%	?	2%	-2%	-2%	1%	?	2%
COc1ccc(NC(=O)N(C)[C@H]2C[C@H]3c4[nH]c5ccc(-c6cccc(C)c6)cc5c4CCN3C[C@H]2[C@H](C)O)cc1	-3%	23µM*	?	.	?	5%	?	?	?
CCC(=O)Nc1cccc(C2=NOC3(C2)C[C@@H](C(N)=O)N(C(=O)c2ccc(OC)cc2)C3)c1 (stereo not given in full)	-4%	18%	15%	-81%[inhibitor][9.22 µM]	6%	3%	7%	0%	?
CC(=O)Nc1ccc(-c2ccnc3c2CC(C(=O)Nc2ccc(Cl)c(C(F)(F)F)c2)O3)cc1 (stereo not given)	-6%	?	12%	.	?	-16%	?	?	0%
Cc1noc(C)c1COc1ccc2ccc(=O)oc2c1	5%	11%	?	10%	-5%	0%	7%	-13%	-3%
O=C(CSc1n[nH]c(-c2ccccc2)n1)Nc1ncc(Br)cc1Br	4%	-2%	4%	-2%	-12%	-15%	9%	-5%	2%
COc1ccc(/C(O)=C2/C(=O)C(=O)N(c3ccccn3)C2c2ccc(C(C)C)cc2)cc1 (stereo not given)	-4%	-1%	-14%	3%	2%	15%	16%	-12%	0%
COCCOC(=O)c1c(NC(=O)CN(C)c2ccccc2)sc(C(N)=O)c1C	5%	13%	-3%	-11%	2%	-2%	-1%	?	-2%
COc1ccc(-c2cc(C(=O)c3c(N)n(C)c(=O)n(C)c3=O)c3ccccc3n2)cc1	-1%	-23%	-14%	29%	-24%	2%	-3%	?	-11%
Cc1ccccc1OCC(=O)OCC(=O)Nc1ccc(N2CCOCC2)cc1	4%	-4%	10%	16%	2%	-20%	12%	?	2%
O=C1OCCN1C(=O)[C@H]1[C@H](c2ccc(Cl)cc2)C(c2cccc(Cl)c2)=NN1c1ccccc1	-3%	-17%	23%	12µM*	-20%	414%[activator]	?	11%	9%
NS(=O)(=O)c1ccc(NCc2ccccc2OCc2ccc(F)cc2)cc1	7%	-22%	10%	5%	-20%	64%[activator]	-28%	?	-13%
CCCCCOc1ccc(C(=O)OC(C)C(=O)NCc2ccco2)cc1 (stereo not given)	17%	?	24%	?	21µM*	-29%	?	?	?
O=C(CSc1nnc(-c2ccccc2Cl)o1)N1CCCc2ccccc21	.	.	?	.	.	3%	?	-17%	?
Cc1cccn2c(=O)c(C(=O)NC(C)c3ccccc3)cnc12 (stereo not given)	.	.	7%	.	.	12%	19%	-9%	-5%
CCOc1ccc(S(=O)(=O)N/N=C(\C)Cc2ccc(OC)cc2)cc1	4%	6%	-8%	-1%	13%	6%	7%	-1%	15%
